High-throughput results from PubChem BioAssay.
Runt-CBFb FRET: Runt domain-CBFb interaction inhibition; AID 1496; actives 0.46% (n = 220,000); Q01196+Q13951; inhibition, % at 20 µM; Cerulean-Runt/Venus-CBFb FRET ratio 530/480, 1 h;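 active means inhibition over about 50% at 20 µM in the single-dose screen, limit read from the data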;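 further: 0% = DMSO wells and 100% = excess unlabeled CBFb competitor control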
Target sequence (Q01196 whole entry, looked up, the tested form may be a part): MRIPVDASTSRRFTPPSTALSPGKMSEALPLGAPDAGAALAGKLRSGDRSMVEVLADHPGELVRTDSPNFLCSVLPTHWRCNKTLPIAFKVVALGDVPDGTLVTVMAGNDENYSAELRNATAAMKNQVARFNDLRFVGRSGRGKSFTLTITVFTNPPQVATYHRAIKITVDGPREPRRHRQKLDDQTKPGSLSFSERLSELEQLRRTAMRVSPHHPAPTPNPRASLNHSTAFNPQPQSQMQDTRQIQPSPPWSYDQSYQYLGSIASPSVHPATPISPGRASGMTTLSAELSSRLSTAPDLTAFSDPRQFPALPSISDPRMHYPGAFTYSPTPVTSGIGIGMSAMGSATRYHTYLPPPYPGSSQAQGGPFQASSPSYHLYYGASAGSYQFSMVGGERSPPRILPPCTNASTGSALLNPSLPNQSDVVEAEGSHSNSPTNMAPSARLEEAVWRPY
Target sequence (Q13951 whole entry, looked up, the tested form may be a part): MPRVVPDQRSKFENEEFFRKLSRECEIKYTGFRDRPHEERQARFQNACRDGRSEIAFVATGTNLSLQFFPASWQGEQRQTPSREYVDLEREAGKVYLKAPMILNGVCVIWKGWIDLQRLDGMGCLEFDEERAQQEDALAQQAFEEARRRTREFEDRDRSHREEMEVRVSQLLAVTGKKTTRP
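System: Cerulean-labeled Runt domain protein | Quantity: 100 nM of each labeled protein | Schedule: 1 h compound exposure, room temperature | Detection: Fluorescence energy transfer, 422 nm excitation, 530/480 nm emission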
Hck-Nef inh: inhibitors of human Hck kinase activated by Nef; inhibition, % at 20 µM; P08631; actives 0.68% (n = 220,000); Recombinant Hck-YEEI plus Nef, Z-Lyte FRET kinase assay;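 active means Hck-Nef kinase inhibition above about 50%, limit read from the data; inactive means inhibition below that limit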;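 further: 0% = DMSO with Hck plus Nef and 100% = Hck alone without Nef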
Runt-SMMHC FRET: blocks binding of human RUNX1 Runt domain to CBFb-SMMHC; Cerulean-Runt/Venus-CBFb-SMMHC FRET ratio 530/480, 1 h; inhibition, % at 20 µM; actives 0.74% (n = 220,000); Q01196+Q13951;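 active means mean inhibition across duplicate retests at 20 µM reaching about 50%, limit read from the data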;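 further: 0% = DMSO wells and 100% = wells with excess untagged CBFb-SMMHC; inhibitors lower the FRET ratio by blocking Runt binding to CBFb-SMMHC; some results filed as inactive read as strong as hits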
NPY Y1 blocker: blocks the human neuropeptide Y Y1 receptor. P25929. HEK293-CNG Y1 cells, membrane potential fluorescence; NPY at EC95, then isoproterenol. inhibition, % at 3.6 µM. actives 1% (n = 200,000);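 active means inhibition above the campaign mean inhibition of all tested compounds plus 3 SD, cut at about 20% in these data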;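 further: 0% = DMSO wells given NPY plus isoproterenol and 100% = isoproterenol alone without NPY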
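System: HEK293 cells with Y1 receptor plus CNG channel / Probe or stimulus: NPY 25 nM then isoproterenol 1 µM plus Ro 20-1724 25 µM / Compound: one concentration, 3.6 µM, in 0.4% DMSO / Schedule: compound incubation 1 h at room temperature, readout 45 min post-stimulation / Measured by: membrane potential fluorescence / Read-out: % inhibition of NPY effect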
NPY-Y1 PAM-ag: human NPY-Y1 potentiation or agonism, primary screen. actives 0.37% (n = 220,000). P25929. activation, % at 3.6 µM. NPY-Y1 expressing cells, potentiator/agonist activation; in the data active means activation above about 33%, passing the limit was not always enough;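 further: cells stimulated with NPY at EC10 then isoproterenol at EC100; 0% = low agonist plus stimulus and 100% = saturating agonist plus stimulus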
RBBP9 inhibitor: blocks human serine hydrolase RBBP9 | O75884 | recombinant RBBP9, FP-Rh probe fluorescence polarization | inhibition, % at 7.94 µM | actives 0.2% (n = 220,000);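 active means inhibition above the campaign mean of all tested compounds plus 3 SD, cut at about 14% in these data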;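 further: plate controls were DMSO wells with RBBP9 for no effect and wells lacking RBBP9 protein for full effect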
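system = RBBP9 protein | input = RBBP9 at 2.5 µM in dispensed solution, before mixing | measured by = fluorescence polarization (mP), excitation 525 nm, emission 598 nm | incubation = enzyme-compound preincubation 30 min, then probe labeling 45 min, 25 °C | buffer or medium = Tris-NaCl-Pluronic buffer, pH 8.0 | compound = single dose 7.94 µM | also added = FP-Rh probe, 375 nM dispensing solution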
NPY2 pot ag: human NPY-Y2 potentiation or agonism, primary screen; P49146; cells expressing NPY-Y2, potentiator/agonist read-out; activation, % at 3.6 µM; actives 0.45% (n = 220,000); AID 1359; in the data active means activation above about 27%;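 further: cells stimulated with NPY near EC25 plus isoproterenol at EC100; 0% = vehicle plus submaximal agonist and 100% = vehicle plus saturating agonist; some results beyond the cut were filed as inactive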
Target sequence (P49146 whole entry, looked up): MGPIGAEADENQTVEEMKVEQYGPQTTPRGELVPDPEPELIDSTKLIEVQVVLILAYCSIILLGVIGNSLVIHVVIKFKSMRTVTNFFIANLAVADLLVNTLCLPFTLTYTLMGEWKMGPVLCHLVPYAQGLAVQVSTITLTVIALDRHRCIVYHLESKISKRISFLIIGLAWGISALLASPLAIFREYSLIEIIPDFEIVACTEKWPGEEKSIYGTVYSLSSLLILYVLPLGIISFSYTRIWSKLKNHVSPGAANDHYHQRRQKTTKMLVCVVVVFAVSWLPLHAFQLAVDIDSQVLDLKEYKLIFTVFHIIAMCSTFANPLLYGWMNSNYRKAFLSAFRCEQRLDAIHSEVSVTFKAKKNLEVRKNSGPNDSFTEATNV
p97 inhibitor: blocks human p97 ATPase activity; P55072; recombinant p97 ATPase, Kinase-Glo ATP luminescence, 3 h; inhibition, % at 8 µM; actives 0.42% (n = 220,000); in the data active means inhibition above about 15%;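 further: 0% = DMSO vehicle and 100% = wells lacking enzyme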
Mdm2 ligase inh: Mdm2 E3 ligase (human) inhibition. Q00987. cell-based MDM2 ubiquitination luciferase reporter, 2 h; 0 = plate control, 100 = twice control, blank-subtracted. signal enhancement, % at 5 µM. actives 0.11% (n = 210,000);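 active means signal enhancement of 30% or more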;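 further: luminescence tracks abundance of the self-degrading MDM2-luciferase fusion protein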
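Material: Stable MDM2–luciferase fusion reporter cells | Amount: 2000 cells seeded into each well | Dosing: One concentration, 5 µM, with 0.2% DMSO | Incubation: 4 h cell settling then 2 h compound exposure, 37 °C | Measured by: Luciferase luminescence | Read-out basis: % enhancement relative to plate controls after blank subtraction | Benchmarks: Control and blank well means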
* marks the source's active call; other numbers are inactive results; / = no result given.

SMILES	Runt-CBFb FRET	Hck-Nef inh	Runt-SMMHC FRET	NPY Y1 blocker	NPY-Y1 PAM-ag	RBBP9 inhibitor	NPY2 pot ag	p97 inhibitor	Mdm2 ligase inh
CCCCNC(=O)CSc1nc2ccc(Nc3nc(N4CCOCC4)nc(N4CCOCC4)n3)cc2s1	-1	23	-3	/	10	-5	9	2	-7
COc1ccc(C2CC(c3ccccc3)=NN2c2ccc(S(N)(=O)=O)cc2)cc1OC (configuration not stated)	2	74*	24	10	4	-7	-9	1	-11
Cc1c(Cl)cccc1NC(=O)CC1SCCNC1=O (configuration not stated)	-1	-3	3	-1	-3	-9	-5	2	-5
CCOC(=O)CSc1nc2ccccc2n1C(=O)OCC	-113	1	1	8	-30	-1	-19	1	-6
CC(=O)N(C1=C(N2CCOCC2)C(=O)c2ccccc2C1=O)c1ccc(C(=O)O)cc1	2	6	-2	/	-8	-2	9	-2	-20
Clc1ccc(CN=C2Nc3ccccc3CS2)cc1	/	1	-8	0	-2	-6	-8	4	-1
CC(Nc1cc(N2CCNCC2)ccc1[N+](=O)[O-])c1ccccc1 (configuration not stated)	-4	6	-2	5	3	-7	3	0	/
CCOC(=O)c1c(C)oc2c1c(C=NCCO)c(O)c1ccccc12	-40	16	-56	-2	2	-4	-4	5	-9
CCC(=O)Nc1ccc(C(=O)CSc2nnc(-c3ccc(O)cc3)n2CC2CCCO2)cc1 (configuration not stated)	1	4	1	3	0	-1	-2	2	-14
CC(C)c1nc2sc3ccccc3c(=O)c2c(=O)n1Cc1ccccc1	0	7	-2	/	15	-4	-8	0	-12
COc1ccc(Nc2cnn(-c3nc4ccccc4s3)c(=O)c2Cl)cc1	6	2	1	-1	-5	-5	-2	-4	7
O=C(CCCCCN1C(=O)c2ccccc2C1=O)NC1CCCC1	-2	0	-1	-4	-17	3	4	-1	-7

Entries of single compounds, looked up by structure. Screens in order: Runt-CBFb FRET, Hck-Nef inh, Runt-SMMHC FRET, NPY Y1 blocker, NPY-Y1 PAM-ag, RBBP9 inhibitor, NPY2 pot ag, p97 inhibitor, Mdm2 ligase inh
CCOC(=O)CSc1nc2ccccc2n1C(=O)OCC as listed: -113, 1, 1, 8, -30, -1, -19, 1, -6
CC(Nc1cc(N2CCNCC2)ccc1[N+](=O)[O-])c1ccccc1 (configuration not stated) as listed: -4, 6, -2, 5, 3, -7, 3, 0, /
CCCCNC(=O)CSc1nc2ccc(Nc3nc(N4CCOCC4)nc(N4CCOCC4)n3)cc2s1 as listed: -1, 23, -3, /, 10, -5, 9, 2, -7
CC(C)c1nc2sc3ccccc3c(=O)c2c(=O)n1Cc1ccccc1 as listed: 0, 7, -2, /, 15, -4, -8, 0, -12
O=C(CCCCCN1C(=O)c2ccccc2C1=O)NC1CCCC1 as listed: -2, 0, -1, -4, -17, 3, 4, -1, -7

(continued)
SMILES	Runt-CBFb FRET	Hck-Nef inh	Runt-SMMHC FRET	NPY Y1 blocker	NPY-Y1 PAM-ag	RBBP9 inhibitor	NPY2 pot ag	p97 inhibitor	Mdm2 ligase inh
COc1ccc(C(=O)C2CCCN(C/C=C/c3ccccc3OC)C2)c(OC)c1 (configuration not stated)	1	-5	0	7	-13	-3	-20	2	-2
CC(=O)Nc1ccc(S(=O)(=O)Nc2nc3ccccc3nc2N2CCCCCC2)cc1	-3	2	-3	5	18	8	-1	-4	-4
O=C1NC(=O)/C(=C\c2ccc(OCc3cccc(C(=O)O)c3)c(Cl)c2)N1	2	46	-2	4	4	-2	-4	4	1
CCOc1ccc2nc(NC(=O)C(NS(=O)(=O)c3cccs3)C(C)C)sc2c1 (configuration not stated)	0	2	-2	-4	14	1	17	-1	5
Cc1cc(C)n(-c2ccc(C(=O)NCCCN3CCOCC3)cc2)n1	-1	28	3	0	-4	-8	-11	-1	-7
O=C(c1cccs1)N1CCc2c([nH]c3ccccc23)C1c1ccc(Cl)cc1 (configuration not stated)	2	-1	1	16	6	-9	-8	-2	-26
CC1(C)Cc2cccc(OCC(=O)N3CCN(c4ccc([N+](=O)[O-])cc4)CC3)c2O1	-2	2	-4	3	-12	-3	-14	-3	-23
COCCN(CCOC)CC(O)COC(c1ccccc1)c1ccccc1 (configuration not stated)	-1	21	5	3	-1	-6	-8	-4	-15
CCOC(=O)c1ccccc1NC1c2ccccc2C(=O)N1C1CCN(C(=O)OCC)CC1 (configuration not stated)	-5	22	-2	5	14	-3	-10	-1	-4
Cc1cc(C)nc(SCC(=O)Nc2ccc(S(=O)(=O)NC(C)(C)C)cc2)n1	0	-2	-3	3	11	-5	-14	-5	-20
O=C(O)CC1C(=O)NCCN1Cc1cccs1 (configuration not stated)	1	-5	0	-1	14	1	-1	3	-11
CC/C(=N\NC(=O)C(N)=O)c1ccccc1O	-4	-1	-8	3	15	-2	11	-1	-5
CCC(OC(=O)c1nsc(Cl)c1Cl)C(=O)NC(C)(C)CC (configuration not stated)	2	19	3	-1	1	-1	8	6	-10
CNC(=S)Nc1ccc(Nc2ccccc2)cc1	0	2	-1	0	5	-6	3	0	-12
N#Cc1ccc(OCC(=O)N/N=C2/CC(c3ccccc3)Oc3ccccc32)cc1 (configuration not stated)	-4	7	-2	9	-22	-2	-6	2	-1
CC(=O)CSc1nnc(CSc2ncccn2)n1C1CCCCC1	-1	1	-1	-4	3	5	-3	5	-6
O=C(Cn1cc([N+](=O)[O-])cn1)Nc1ccn(Cc2c(F)c(F)cc(F)c2F)n1	1	2	1	7	-13	-6	6	0	-65
CN(C)CCCn1c(=O)n(Cc2ccco2)c(=O)c2c3c(sc21)CCCCC3	4	23	0	/	-20	-1	-52	-7	-14
CCn1c(C)nc2cc(C(=O)N/N=C/c3cccc(O)c3O)ccc21	11	-1	1	-3	3	-2	-16	9	-9
O=C(NCC1COc2ccccc2O1)Nc1ccccc1F (configuration not stated)	-2	3	4	2	8	-6	-3	-2	-4
Cc1ccc2sc(NC(=O)c3ccc(N4C(=O)CCC4=O)cc3)nc2c1C	-1	1	0	4	14	-10	9	1	/
O=C(NC1CCCCC1)c1ccc(S(=O)(=O)N2CCCCC2)cc1	-1	6	10	2	15	-3	6	11	-14
Cn1c(=O)n(C)c2cc([N+](=O)[O-])c(N3CCN(C(=O)c4ccccc4)CC3)cc21	-1	0	2	4	13	-5	-4	5	-7
N#Cc1ccc(Oc2ccc(NC(=O)C3CC=CCC3C(=O)O)cc2)cc1 (configuration not stated)	-1	22	0	2	1	1	-3	1	-15
CCC(C(=O)OC)n1cnc2c(nnn2-c2ccc(OC)cc2)c1=O (configuration not stated)	1	2	0	3	-4	-7	-27	4	-11
COc1nc(Nc2ccc(C(C)C)cc2)nc(OC)n1	-6	6	-1	-2	-12	-10	-6	0	1
O=C(NCc1ccccc1)c1ccccc1OCC(=O)N1CCCCC1	2	0	0	0	-15	-3	-3	-5	-17
O=C(COc1ccc(Br)cc1)N1CCC(c2ccccc2)C1 (configuration not stated)	0	1	-7	-5	0	-7	33	0	-6
Cc1c(C#N)sc(C(N)=O)c1C	2	23	-5	1	1	-8	10	2	-14
O=C(NCC(O)c1ccccc1)c1ccccc1 (configuration not stated)	0	-1	-1	/	2	-2	5	11	-17
Cc1oc(C)c(C(=O)Nc2ccc(CC(=O)O)cc2)c1C(=O)Nc1ccc(CC(=O)O)cc1	0	8	2	3	-19	-9	-8	-3	-13
Cc1ccc(C)c(S(=O)(=O)N=Nc2c(O)[nH]c3ccccc23)c1	0	21	0	-2	2	-5	9	5	-10
Clc1ccc(-c2nnc(NC3=NCCCCC3)o2)cc1	-5	0	-2	-8	-6	-1	-6	-14	-77
COc1ccc2c(c1)c(C(=O)N/N=C/c1ccc(Cl)cc1)c(C)n2C	2	14	0	/	-12	0	-37	-4	-68
COc1cccc(Oc2ccc(C(F)(F)F)cc2N)c1	-1	1	1	2	-17	-12	-1	-4	-9
O=C(Nc1nc2ccccc2n1CCOc1ccc(Cl)cc1)c1ccco1	-2	-1	1	24*	-102	3	-90	0	-8
COc1ccc(-c2cccc([C@H]3[C@@H]4C=CCC[C@@]4(C)C(=O)N3Cc3ccccc3)c2)cc1	0	16	-5	/	/	/	/	/	3
O=C1Nc2ccccc2N=C(c2ccccc2)C1N1CCOCC1 (configuration not stated)	-1	1	-2	0	-5	-5	16	2	23
Cc1noc(NS(=O)(=O)c2ccc(NC(=O)CSc3nc4c(cc3C#N)CCC4)cc2)c1C	2	-38	4	1	-9	6	2	6	-13
CN1C(=O)CC(P(=O)(c2ccccc2)c2ccccc2)N(C)C1=O (configuration not stated)	0	-7	2	2	-6	0	-3	-7	-6
COC(=O)CSc1nc(C)c2c(n1)CCCC2	0	20	0	2	12	-11	4	1	-8
Cc1ccc(C)n1-c1ccc(C#N)cn1	-1	23	-7	1	13	2	18	3	-10
O=C1CSC(=S)N1/N=C/c1ccc(O)c(O)c1O	39	79*	43	/	6	15*	-1	4	-9
CC(=O)N1CCC(=NNc2nc3ccccc3s2)CC1	9	20	3	-4	5	-3	13	-4	-17
COc1cc(/C=N/n2c(-c3ccccc3)n[nH]c2=S)ccc1O	16	-12	25	/	-13	-7	-4	-5	-7
Cc1oc(-c2cc3c(cc2Cl)OCO3)nc1CN1CCCC1c1ccc(F)cc1 (configuration not stated)	/	17	/	18	-3	2	-12	1	-5
N#CC1=C(N)Oc2ccccc2C12C(=O)Nc1n[nH]c(-c3ccccc3)c12 (configuration not stated)	0	6	-2	0	3	8	4	2	-15
O=Cc1ccc(OC2OCCOC2Oc2ccc(C=O)cc2)cc1 (configuration not stated)	-3	4	-1	-5	-8	-9	14	1	-1
CC/C(C)=N/Nc1ccc(S(=O)(=O)N2CCCC2)cc1[N+](=O)[O-]	-6	7	-1	2	2	-5	2	-2	-21
NS(=O)(=O)c1ccc(NC(=O)COc2ncnc3sccc23)cc1	1	0	0	/	9	-6	12	12	-2
Cc1ccc(-n2[nH]c(C)c(/C=N/n3c(C)nc4ccccc4c3=O)c2=O)cc1	12	0	-65	-1	4	-5	-14	-31	-6
Cc1ccc(NC(=O)CS(=O)CC(=O)NCCCc2ccccc2)cc1Cl (configuration not stated)	-1	3	-4	2	-3	-10	-4	0	11

RBBP9 inhibitor: what is marked active above
SMILES	Runt-CBFb FRET	Hck-Nef inh	Runt-SMMHC FRET	NPY Y1 blocker	NPY-Y1 PAM-ag	RBBP9 inhibitor	NPY2 pot ag	p97 inhibitor
O=C1CSC(=S)N1/N=C/c1ccc(O)c(O)c1O	39	79*	43	/	6	15*	-1	4
